Mdm2 ligase inh: Mdm2 E3 ligase (human) inhibition; Q00987; cell-based MDM2 ubiquitination luciferase reporter, 2 h; 0 = plate control, 100 = twice control, blank-subtracted; AID 1230; signal enhancement, % at 5 µM; 0.11% of 210,000 active;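 active means signal enhancement of 30% or more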;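 further: luminescence tracks abundance of the self-degrading MDM2-luciferase fusion protein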
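Test system: stable mammalian line carrying autodegrading MDM2–luciferase fusion reporter; quantity: 2000 cells in each well; times: 4 h cell settling then 2 h compound exposure, 37 °C; detection: luminescence with SteadyLite reagent, 15 min at room temperature; evaluation: percent signal gain over controls, blank-subtracted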
14-3-3 Bad PPI: disrupts binding of bovine 14-3-3 zeta to phospho-Bad peptide. P63103. TR-FRET 14-3-3zeta/Dy647-pBad peptide displacement, 1 h. inhibition, % at 21.7 µM. 0.71% of 220,000 active. AID 781;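 active means inhibition above about 70%, limit read from the data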;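 further: 0% = full 14-3-3 plus peptide FRET controls and 100% = background without 14-3-3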
Target sequence (P63103 whole entry, looked up): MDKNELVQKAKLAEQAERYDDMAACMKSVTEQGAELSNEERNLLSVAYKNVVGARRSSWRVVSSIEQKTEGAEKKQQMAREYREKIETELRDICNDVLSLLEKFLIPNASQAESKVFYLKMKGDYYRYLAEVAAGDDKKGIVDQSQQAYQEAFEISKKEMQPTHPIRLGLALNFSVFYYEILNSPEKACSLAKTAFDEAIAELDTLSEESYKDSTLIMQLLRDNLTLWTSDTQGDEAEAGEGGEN
Runt-SMMHC FRET: blocks binding of human RUNX1 Runt domain to CBFb-SMMHC; Cerulean-Runt/Venus-CBFb-SMMHC FRET ratio 530/480, 1 h; inhibition, % at 20 µM; 0.74% of 220,000 active;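 active means mean inhibition across duplicate retests at 20 µM reaching about 50%, limit read from the data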;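 further: 0% = DMSO wells and 100% = wells with excess untagged CBFb-SMMHC; inhibitors lower the FRET ratio by blocking Runt binding to CBFb-SMMHC; some results filed as inactive read as strong as hits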
Hck Nef HTS: blocks Nef-activated human Hck kinase; P08631; Recombinant Hck-YEEI plus Nef, Z-Lyte FRET kinase assay; inhibition, % at 20 µM; 0.68% of 220,000 active; AID 463187;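 active means Hck-Nef kinase inhibition above about 50%, limit read from the data; inactive means inhibition below that limit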;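 further: 0% = DMSO with Hck plus Nef and 100% = Hck alone without Nef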
Target sequence (P08631 whole entry, looked up): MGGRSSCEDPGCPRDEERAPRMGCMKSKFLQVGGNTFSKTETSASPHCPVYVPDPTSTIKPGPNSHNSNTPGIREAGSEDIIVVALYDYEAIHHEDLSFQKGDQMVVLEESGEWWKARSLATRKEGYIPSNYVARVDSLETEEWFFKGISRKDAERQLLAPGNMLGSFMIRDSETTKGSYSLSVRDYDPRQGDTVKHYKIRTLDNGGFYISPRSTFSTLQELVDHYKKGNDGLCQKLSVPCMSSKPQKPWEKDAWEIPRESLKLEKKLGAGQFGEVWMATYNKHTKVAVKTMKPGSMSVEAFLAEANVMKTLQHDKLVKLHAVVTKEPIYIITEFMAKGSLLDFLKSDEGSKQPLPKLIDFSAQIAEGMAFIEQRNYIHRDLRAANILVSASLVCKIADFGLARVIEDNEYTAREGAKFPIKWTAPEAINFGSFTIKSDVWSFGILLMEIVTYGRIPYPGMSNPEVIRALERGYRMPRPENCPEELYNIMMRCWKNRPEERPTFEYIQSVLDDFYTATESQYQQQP
L929 necroptosis: L929 zVAD cell death inhibition. L929 zVAD necroptosis rescue, ATP luminescence, 24 h; with zVAD 60 µM. viability rescue, % at 10 µM. 0.38% of 220,000 active;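 active means activation, scaled between plate controls, above about 75%, limit read from the data; inactive means activation under that limit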;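 further: 0% = zVAD with DMSO and 100% = DMSO alone without zVAD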
Runt-CBFb FRET: Runt domain-CBFb interaction inhibition; Q01196+Q13951; Cerulean-Runt/Venus-CBFb FRET ratio 530/480, 1 h; inhibition, % at 20 µM; 0.46% of 220,000 active; AID 1496;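 active means inhibition over about 50% at 20 µM in the single-dose screen, limit read from the data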;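 further: 0% = DMSO wells and 100% = excess unlabeled CBFb competitor control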
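test system = Cerulean-Runt domain fusion protein, energy donor | probe or stimulus = Venus-CBFb binding partner, 100 nM | incubation = two 1 h room-temperature incubations shielded from light | detection = fluorescence energy transfer, 422 nm excitation, 530/480 nm emission | measure = loss of energy transfer signal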
EBV gp42 block: EBV gp42 inhibition. 0.42% of 220,000 active. inhibition, % (tested at 21.74 µM). Fluorescence polarization binding assay, mP read-out. Q1HVG2. AID 1085; in the data active means inhibition above about 50%
Target sequence (Q1HVG2 whole entry, looked up): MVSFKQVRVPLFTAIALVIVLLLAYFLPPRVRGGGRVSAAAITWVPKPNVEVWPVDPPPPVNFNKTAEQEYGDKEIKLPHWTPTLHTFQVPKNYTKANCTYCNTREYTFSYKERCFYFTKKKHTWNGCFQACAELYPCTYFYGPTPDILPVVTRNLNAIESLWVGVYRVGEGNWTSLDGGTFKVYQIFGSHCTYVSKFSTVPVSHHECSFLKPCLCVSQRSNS
TbHK1 inh: T. brucei hexokinase 1 inhibition | 0.11% of 220,000 active | recombinant TbHK1, G6PDH-coupled NADH A340 | inhibition, % at 10 µM | AID 1430;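 active means inhibition of 50% or more in the single-dose primary screen; inactive means inhibition below 50%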
p47phox inh: p47phox (human) inhibition; P14598; p47phox/p22phox peptide binding, fluorescence polarization, 2 h; inhibition, % at 24.7 µM; 0.53% of 220,000 active; AID 1274;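 active means inhibition above about 30%, limit read from the data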;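 further: 0% = p47phox with labelled peptide and 100% = labelled peptide alone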
Numbers without * were called inactive; nt = not tested or not shown; [ ] = dose if it differs, or a comment.

SMILES	Mdm2 ligase inh	14-3-3 Bad PPI	Runt-SMMHC FRET	Hck Nef HTS	L929 necroptosis	Runt-CBFb FRET	EBV gp42 block	TbHK1 inh	p47phox inh
Cc1c(CNC2CCCC(C)C2C)c(C(=O)O)c(C)n1Cc1ccccc1 (stereo not given)	11	-12[fluorescence artefact?]	-2	2	0.1	0	6	-5	-2
CN1CCN(CC(=O)N/N=C/c2ccc(F)c(F)c2)CC1	-7	22	0	0	1.3	0	-11	-3	-4
COC(=O)c1c(SCC(=O)Nc2ccc(C)c(C)c2)nc(=O)[nH]c1C	nt	7	-1	4	-0.2	2	-9	-1	-5
COc1ccc(CCNC(=O)COC(=O)C2CCCCC2)cc1	3	5[fluorescence artefact?]	1	5	0.5	-3	-24	4	-5
CC(=O)Nc1ccc(NC(=O)c2ccc(CSc3ccccc3)o2)cc1	-2	-3	-1	21	0.1	2	-18	0	-14
CCOc1cc(/C=N/Nc2ccccc2Cl)ccc1OCC(=O)O	-16	18[fluorescence artefact?]	1	8	1.5	-2	18	-11	-10
COc1ncccc1-c1nnn(-c2ccccc2)n1	nt	-6	-2	-5	-0.7	1	-8	6	-8
CCOC(=O)CSc1nc2sc3c(c2c(=O)[nH]1)CC(C)(CC)OC3 (stereo not given)	-21	-5[fluorescence artefact?]	2	-1	-0.5	2	-13	-15	-3
Clc1cccc(/C=N/Nc2nc(Cl)nc3ccccc23)c1	-17	-3[fluorescence artefact?]	5	2	0.7	3	-9	-7	-27
O=C(Nc1ccccc1)Nc1ccccc1C(=O)NCc1ccco1	-1	31	1	5	0.0	1	0	3	-16
CC(C)=CC(=O)Nc1ccc(Br)cc1	-13	-3	0	0	0.3	1	-10	-3	-14
O=C(CSc1cccc[n+]1[O-])Nc1cc(S(=O)(=O)N2CCOCC2)ccc1N1CCOCC1	-2	3[fluorescence artefact?]	5	3	0.4	-7	-16	1	7
Nc1[nH]c(N=NC(=O)c2ccc(F)cc2)c2ccccc12	-17	-28[fluorescence artefact?]	-1	5	1.3	-3	13	-31	-18
CCCCCCC[C@H](N)[C@H](O)C(=O)N(C)[C@@H](CCS(C)=O)C(=O)N[C@@H](Cc1ccc(O)cc1)C(=O)N[C@@H](Cc1ccc(O)cc1)C(=O)O (stereo not given in full)	5	2	0	14	-0.4	1	-20	-4	-9
Cn1c(O)c(/C=N/Nc2ccccc2)c(=O)n(C)c1=O	1	-8	-4	30	-1.3	0	-12	-16	1
CCN(CC)CC(C)OC(=O)COc1ccc(OC)cc1 (stereo not given)	-13	14[fluorescence artefact?]	4	6	0.7	0	-5	0	2
O=C(CCl)Nc1cn(-c2ccccc2)nc1-c1ccccc1	-24	6	3	23	4.5	1	-5	4	-6
C/C(=N\Nc1nc(-c2ccc(C)cc2C)cs1)c1cc2ccccc2oc1=O	-1	-26	-8	5	0.3	1	-34	1	-51
COC(=O)c1cn(-c2ccccc2)nc1-c1cccnc1	3	5	0	-4	-0.7	0	-12	4	0
COc1ccc2cc(CN(Cc3cccs3)Cc3nnnn3Cc3ccccc3)c(=O)[nH]c2c1	7	-10	0	5	-0.2	-7	-10	-21	-29
CSc1nc(=NC(C)=O)ss1	-6	0	8	2	-0.1	11	-16	-8	-7
COc1cccc(-c2nnc(SCc3nc4ccccc4[nH]3)n2N)c1	-11	-5	4	19	1.1	-1	-5	1	-8
CC(C)(C)c1nc(S(=O)(=O)c2ccc(Cl)cc2)c(N2CCOCC2)o1	-16	-10	-1	0	-0.3	2	1	-7	1
O=C(N/N=C/C1CC2CCC1C2)c1ccc2c(c1)OCO2 (stereo not given)	21	-9[fluorescence artefact?]	-1	5	0.1	-2	-16	-1	-12
O=[n+]1c2c(n([O-])c3cc(Br)ccc31)CCC2	-7	-6	-5	0	0.0	0	1	-20	-19
O=C(NCc1ccon1)c1ccc(OC2CCN(CCc3ccccc3)CC2)cc1	-6	-7	2	21	1.0	0	-14	5	-4
CC(C(=O)NC1CCCC1)N(C(=O)c1ccc(-c2ccccc2)[nH]1)c1ccccc1F (stereo not given)	-14	1	-2	1	1.3	0	-16	-5	-33
O=c1c2cc(N3CCOCC3)ccc2[nH]c(=S)n1Cc1ccccc1Cl	-3	-11	-8	21	15	nt	-3	-12	-5
COc1ccc(CN2C(=O)NC3(CCCCCC3)C2=O)cc1F	-6	-4	1	nt	nt	-2	-11	nt	-5
Cc1nnc(NCc2ccco2)c2ccccc12	-12	4	0	1	0.8	0	-14	-3	-6
Cc1cccc(-n2c(C)cc(C(=O)NC3CCCCC3)c2C)c1	-1	-1[fluorescence artefact?]	1	1	0.3	-2	-5	-10	-2
O=C(CNC(=O)c1ccc(S(=O)(=O)N2CCCC2)cc1)N/N=C/c1ccccc1	-2	-27	3	0	1.2	-1	-13	36	-3
CCCOc1ccc(/C(O)=C2/C(=O)C(=O)N(CCN(C)C)C2c2ccc(O)c(OC)c2)cc1 (stereo not given)	2	2	2	-17	0.4	0	-12	-19	-7
Cc1c(N(C)C)nc2ccccc2c1N	-16	36	1	1	0.5	-1	-15	-18	-9
CN(CC(=O)Nc1cccc(F)c1)CC(=O)Nc1ccc(Cl)cc1[N+](=O)[O-]	-3	-11	0	-9	1.7	-2	-9	-4	-14
Clc1ccc(-c2nnc(CSc3nnc(-c4cccs4)o3)o2)cc1	1	9[fluorescence artefact?]	-1	-2	0.0	-2	-4	4	-5
Clc1ccccc1Cc1noc(CN2CCCCC2c2ccccn2)n1 (stereo not given)	-6	-9	0	13	1.8	-1	-9	-1	-5
CC(=O)c1sc(N)c(C(=O)OC(C)C)c1C	-4	13	-11	1	0.3	0	-9	-25	-3
CC(C)OCCCNC(=O)Cc1ccc(Br)cc1	8	-11	0	5	0.5	-1	4	-1	0
COc1ccc(CCNC(=O)CSc2nc3ccccc3c3nc(CCN4CCCCC4)nn23)cc1OC	-10	-16	1	6	-1.3	-1	-1	4	-16
Cc1ccc(S(=O)(=O)N2CCC(C(=O)NNC(=O)c3cccnc3)CC2)cc1	5	-18	0	21	0.4	-2	4	-2	-7
Cc1ccc(S(=O)(=O)N2CCN(CC(=O)N/N=C\c3ccc(Cl)c([N+](=O)[O-])c3)CC2)cc1	-7	6	-4	3	25	-4	-8	-2	-27
Cc1nc2ccc(S(=O)(=O)NCC(=O)N3CCN(c4ccccn4)CC3)cc2s1	-15	2	-1	1	3.0	-3	11	-1	4
CCc1ccc(C(=O)Nc2cc(C)ccc2F)s1	-3	-11	-2	-10	3.4	0	-20	3	-13
Cc1oc(-c2cccc(Cl)c2)nc1CN1CCCC(C(=O)NCc2ccco2)C1 (stereo not given)	-13	7	-4	-2	1.5	-6	-7	-8	-17

Of the compounds above, five contain a thiophene ring, fused or not.
SMILES	Mdm2 ligase inh	14-3-3 Bad PPI	Runt-SMMHC FRET	Hck Nef HTS	L929 necroptosis	Runt-CBFb FRET	EBV gp42 block	TbHK1 inh	p47phox inh
CCOC(=O)CSc1nc2sc3c(c2c(=O)[nH]1)CC(C)(CC)OC3 (stereo not given)	-21	-5[fluorescence artefact?]	2	-1	-0.5	2	-13	-15	-3
COc1ccc2cc(CN(Cc3cccs3)Cc3nnnn3Cc3ccccc3)c(=O)[nH]c2c1	7	-10	0	5	-0.2	-7	-10	-21	-29
Clc1ccc(-c2nnc(CSc3nnc(-c4cccs4)o3)o2)cc1	1	9[fluorescence artefact?]	-1	-2	0.0	-2	-4	4	-5
CC(=O)c1sc(N)c(C(=O)OC(C)C)c1C	-4	13	-11	1	0.3	0	-9	-25	-3
CCc1ccc(C(=O)Nc2cc(C)ccc2F)s1	-3	-11	-2	-10	3.4	0	-20	3	-13

Next section:
SMILES	Mdm2 ligase inh	14-3-3 Bad PPI	Runt-SMMHC FRET	Hck Nef HTS	L929 necroptosis	Runt-CBFb FRET	EBV gp42 block	TbHK1 inh	p47phox inh
O=C(CS(=O)(=O)Cc1ccccc1)Nc1ccc(Cl)cn1	5	-12[fluorescence artefact?]	1	12	0.2	0	-6	8	-20
Cc1cccc(C2CC(c3ccccc3)Nc3nc(N)nn32)c1 (stereo not given)	-12	1	-2	19	0.4	0	-11	-3	-15
COc1ccc(-c2cc(C(F)(F)F)nc(SCC(=O)Nc3sc4c(c3C#N)CCC4)n2)cc1	-26	-15[fluorescence artefact?]	-2	-1	0.7	1	-12	-18	-28
O=C(NNC(=O)c1ccc(NC(=O)c2ccccc2)cc1)Nc1ccccc1	-1	-15	1	18	76*	0	-6	-3	-3
O=C(COc1ccccc1Cl)Nc1ccc2c(c1)OCCO2	-17	-15	3	2	0.1	-1	-1	4	-6
Cn1cc(Cl)c(C(=O)Nc2nc3ccccc3s2)n1	-48	-4	-15	1	-0.2	-1	-12	-5	-5
O=C(NCC(=O)N(c1ccccc1)C(C(=O)NC1CCCC1)c1cccnc1)c1cccs1 (stereo not given)	-14	14	-2	0	0.2	-1	-3	-6	-5
C=CCN(C(=O)CNS(=O)(=O)c1ccccc1)C(C(=O)NCCOC)c1ccncc1 (stereo not given)	-13	-4	0	0	-0.4	0	-7	-1	3
COc1cc(C(C(=O)NC(C)(C)C)N(C(=O)CNC(=O)c2cccs2)c2ccc(C(C)C)cc2)cc(OC)c1OC (stereo not given)	10	3	-2	-2	-0.4	nt	-10	3	-9
Cc1ccccc1CCN(C(=O)Cn1nnc2ccccc21)C(C(=O)NCC1CCCO1)c1nc2ccccc2n1C (stereo not given)	-16	2	4	17	-0.1	0	1	-5	45*
COc1ccc2ccc3c(c2c1)N=CC1(O3)N(C)c2ccccc2C1(C)C (stereo not given)	-6	-3[fluorescence artefact?]	6	8	1.2	11	-9	-11	-8
Cc1sc2nc(CN(C(=O)NCc3ccccc3)C3CCCC3)[nH]c(=O)c2c1C	nt	-5	0	9	0.0	1	-16	-7	-16
O=c1ccn(CCc2c[nH]c3ccccc23)c2c1CCCC2	-18	-14	2	18	3.1	-2	2	3	-6
Cc1sc(NC(=O)CSc2nnnn2C(C)C)c(C#N)c1C	nt	8	-5	10	0.6	0	-8	-15	1
COc1ccc(-c2nc(C#N)c(NCCc3ccccc3)o2)cc1OC	-11	-5	-1	3	5.3	-5	-1	-11	-10
COc1ccc(S(=O)(=O)CC(O)CN2CCCC2=O)cc1 (stereo not given)	8	0	-6	3	0.1	nt	-18	1	-12
COc1ccc2[nH]c(=O)c(CN(C(=O)c3cccnc3)c3cc(C)ccc3C)cc2c1	-8	1	1	17	-0.3	1	-12	-21	-11
COc1cc(S(=O)(=O)N(Cc2ccco2)C2CCCC2)ccc1-n1cnnn1	-7	-8	-4	-1	-0.5	-2	20	3	-2
Cc1ccc(-c2c3c(=O)n(C)c(=O)n(C)c3cn2-c2ccccc2O)cc1	15	-8	0	2	0.3	0	7	-11	2
O=S(=O)(Nc1ccc(N2CCOCC2)cc1)c1ccc(F)cc1F	-2	-16	-45	4	0.2	3	-16	-3	-5
COc1ccc2c(C)cc(C)nc2n1	-16	1	1	14	-0.2	0	-20	-10	-9
CC1(C)CC(=O)C2=C(C1)OC(/N=C/N1CCOCC1)=C(C#N)C2c1ccccc1 (stereo not given)	-7	-6	-5	1	-0.6	-1	-5	-13	-14
COC(=O)c1c[nH]n2c(=O)cc(CCl)nc12	-15	nt	2	0	0.0	2	-2	-13	-15
Cc1ccc(NC2c3ncccc3C(=O)N2C2CCCCC2)cc1 (stereo not given)	-3	-15	0	2	0.3	-2	-2	19	-3
CC(=O)Nc1cc(C(=O)c2ccccc2)ccc1N1CCOCC1	2	-4	2	10	-0.4	-1	-6	-24	0
